USP8 block – inhibitors of human USP8 deubiquitinase; P40818; purified USP8, Ub-rhodamine cleavage fluorescence, 30 min; inhibition, % at 20 µM; 47,000 compounds, 4.2% hits; AID 1645853
USP30 inh – human USP30 deubiquitinase inhibition | purified USP30, Ub-rhodamine cleavage fluorescence | inhibition, % at 25 µM | 47,000 compounds, 5.3% hits
OTUD3 block – blocks human OTUD3 ubiquitin-rhodamine cleavage | Q5T2D3 | purified OTUD3, Ub-rhodamine fluorescence, 2 h | inhibition, % at 25 µM | 47,000 compounds, 0.7% hits
USP17 inh – blocks human USP17 ubiquitin-rhodamine cleavage | A8MUK1 | purified USP17, Ub-rhodamine cleavage fluorescence, 3 h | inhibition, % at 50 µM | 47,000 compounds, 6.5% hits
UCHL1 inh – blocks human UCHL1 ubiquitin-rhodamine cleavage | P09936 | purified UCHL1, Ub-rhodamine cleavage fluorescence | inhibition, % at 20 µM | 47,000 compounds, 0.2% hits | AID 1645859
Target sequence (P09936 whole entry, looked up): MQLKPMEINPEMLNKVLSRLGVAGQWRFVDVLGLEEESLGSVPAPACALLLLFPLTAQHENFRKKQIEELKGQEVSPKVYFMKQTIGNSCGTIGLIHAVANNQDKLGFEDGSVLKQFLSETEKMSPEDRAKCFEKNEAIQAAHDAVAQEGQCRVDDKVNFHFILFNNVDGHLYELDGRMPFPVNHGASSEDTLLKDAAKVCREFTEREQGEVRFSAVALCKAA
USP7 block – human USP7 deubiquitinase inhibition; Q93009; purified USP7, Ub-rhodamine cleavage fluorescence; inhibition, % at 20 µM; 47,000 compounds, 0.3% hits
USP10 block – blocks human USP10 ubiquitin-rhodamine cleavage; Q14694; AID 1645856; inhibition, % at 20 µM; purified USP10, Ub-rhodamine fluorescence, 60 min; 47,000 compounds, 1.1% hits
Target sequence (Q14694 whole entry, looked up): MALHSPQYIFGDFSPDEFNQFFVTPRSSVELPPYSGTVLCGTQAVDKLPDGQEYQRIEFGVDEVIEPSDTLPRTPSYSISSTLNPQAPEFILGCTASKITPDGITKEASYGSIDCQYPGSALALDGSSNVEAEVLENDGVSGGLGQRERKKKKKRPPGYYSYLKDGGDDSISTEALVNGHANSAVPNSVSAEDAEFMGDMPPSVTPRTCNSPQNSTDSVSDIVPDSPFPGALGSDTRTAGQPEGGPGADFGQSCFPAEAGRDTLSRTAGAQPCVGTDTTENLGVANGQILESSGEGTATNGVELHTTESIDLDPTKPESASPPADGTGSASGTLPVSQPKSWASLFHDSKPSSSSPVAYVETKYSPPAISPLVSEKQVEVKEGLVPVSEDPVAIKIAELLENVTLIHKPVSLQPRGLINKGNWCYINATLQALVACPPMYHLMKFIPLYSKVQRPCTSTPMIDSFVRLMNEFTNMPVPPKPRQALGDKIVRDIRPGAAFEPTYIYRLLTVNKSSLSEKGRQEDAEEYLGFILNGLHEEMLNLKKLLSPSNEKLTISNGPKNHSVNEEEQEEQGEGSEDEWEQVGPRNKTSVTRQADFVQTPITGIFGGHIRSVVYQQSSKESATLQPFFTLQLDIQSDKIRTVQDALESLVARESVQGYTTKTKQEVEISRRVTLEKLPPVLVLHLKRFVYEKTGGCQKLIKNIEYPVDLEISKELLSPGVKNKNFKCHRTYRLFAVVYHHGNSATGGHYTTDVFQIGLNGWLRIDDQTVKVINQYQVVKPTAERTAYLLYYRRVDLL
USP28 block – human USP28 deubiquitinase inhibition. AID 1645857. 47,000 compounds, 3% hits. Q96RU2. inhibition, % at 25 µM. purified USP28, Ub-rhodamine cleavage fluorescence, 30 min
* marks the source's active call; other numbers are inactive results; · = no result given. No stated cut-off is given here; in the data, active means inhibition above about 30%; inactive means the rest.

SMILES | USP8 block | USP30 inh | OTUD3 block | USP17 inh | UCHL1 inh | USP7 block | USP10 block | USP28 block
Cc1ccccc1NC(=O)C(C)n1c(=O)cc(-c2ccccc2)c2c(C)nn(C)c21 (stereo not drawn) | 1 | 26 | 18 | 74* | 7 | 5 | 4 | 12
COc1ccccc1NS(=O)(=O)c1cccc(C(=O)OCC(=O)NCc2ccc(Cl)cc2)c1 | -54 | 27 | 24 | 20 | 2 | 7 | 17 | 16
Cc1cccc(OCC(=O)Nc2c(C)nc3scc(C)n3c2=O)c1C | -7 | 12 | 1 | 10 | -2 | 3 | 4 | 9
CCc1nc2ccc(C(=O)Nc3nc(-c4ccc5c(c4)CCN5C(=O)c4ccc(C)cc4)c(C)s3)cc2nc1CC | 10 | -21 | -6 | -25 | 4 | -62 | -2 | -8
CS(=O)(=O)Nc1cccc(C(=O)OCCSc2cccc(C(F)(F)F)c2)c1 | -5 | -9 | -10 | -6 | 4 | 2 | 12 | 22
CNc1nccnc1C1CN(C(=O)c2ccc3c(c2)CCCC3)CCO1 (stereo not drawn) | -11 | -4 | 7 | -1 | 0 | -5 | 0 | 0
O=C(NC1CCc2ncc(C(F)(F)F)n2C1)C1CCCCC1 (stereo not drawn) | 2 | 14 | 12 | 0 | 1 | -7 | 0 | 7
Cc1oc(-c2ccccc2)nc1Cn1c(=O)n(C(C)C)c(=O)c2ccccc21 | 19 | 29 | 13 | 13 | 4 | 5 | 4 | 8
CNc1cccc(C2CN(C(=O)c3ccn(C)n3)CCO2)n1 (stereo not drawn) | -16 | 2 | -6 | 0 | -2 | 0 | 0 | -4
O=[N+]([O-])c1cccc(-c2nc3c4cnn(-c5cccc(Cl)c5)c4ncn3n2)c1 | 7 | 5 | 1 | 22 | -7 | -2 | 2 | -7
COc1cc(C2CCN(C(=O)c3cccc4ccccc34)CC2)on1 | 8 | 9 | 1 | 0 | 0 | -2 | -2 | 0
Cc1nc(N2CCCC2)n(CCN2CCOCC2)c(=O)c1C | 6 | 8 | 8 | -1 | -1 | 1 | -2 | 9
O=C(NCCn1ccc2ccccc21)c1cc2ccccc2oc1=O | 3 | 14 | -4 | 68* | -1 | 1 | 4 | -7
CCOC(=O)C1CCCN(C(=O)c2ccc(CNS(=O)(=O)c3ccc(F)cc3)cc2)C1 (stereo not drawn) | 10 | 23 | 9 | 1 | 1 | 2 | -1 | 6
Cc1cc(=O)n(CC(=O)Nc2ccc(C)c(C)c2)c(N2CCCC2)n1 | -1 | 35* | -1 | 10 | -2 | -3 | 0 | 6
COc1ccccc1NC(=O)CCc1nc(CSc2nc3ccccc3o2)no1 | -119 | 21 | 15 | -8 | 3 | 3 | 0 | 33*
CC(C)c1ccc(-c2nnn(CC(=O)N3CCCCC3C)n2)cc1 (stereo not drawn) | 11 | 12 | 8 | 9 | 0 | 0 | 0 | 26
CS(=O)(=O)N(CC(=O)N1CCC(Cc2ccccc2)CC1)c1cccc2ccccc12 | 0 | 8 | 1 | 5 | 4 | 8 | 7 | 7
O=C(Nc1ccc(Cl)cn1)c1ccn(COc2ccccc2)n1 | 17 | 16 | 14 | 15 | 1 | 3 | 2 | 12
C=CCNC(=O)c1cc2c(=O)n3ccccc3nc2n1CCCOC | 2 | 2 | 16 | 20 | 3 | 4 | 0 | 5
Cc1ccc(NC(=O)CSc2n[nH]c(-c3ccncc3)n2)cc1C | -10 | -4 | -7 | -5 | -1 | 4 | 2 | -6
CCC(=O)N1CCN(c2[nH]ncc2-c2ccncc2)CC1 | 0 | 21 | 3 | 6 | 0 | 2 | -1 | 13
Cc1nn(C)c(C)c1S(=O)(=O)N1CCN(C(=O)Cc2ccc(F)cc2)CC1 | 8 | 17 | 15 | 6 | 2 | 1 | 3 | 10
CCN1C(=O)c2cccnc2Sc2cc(NC(=O)C3CCC3)ccc21 | -14 | -66 | -9 | -18 | -13 | -4 | -6 | -26
CC1=N[C@@]2(CC[C@@H]3CN(Cc4ccc(C)cc4)C[C@@H]32)C(=O)N1C | -20 | -11 | -4 | -6 | -4 | -8 | -4 | -3
COc1cccc(-c2cc(CN3CCOCC3)[nH]n2)c1 | -142 | 3 | -2 | -21 | 1 | 0 | 0 | -2
CN(C)S(=O)(=O)c1cccc(NC(=O)c2ccc(N3CCCC3=O)cc2)c1 | 8 | 32* | 14 | 48* | 1 | 1 | 2 | 44*
CSc1ccccc1NC(=O)CCCn1nc([N+](=O)[O-])cc1C | 2 | 8 | 5 | -12 | 1 | -3 | 2 | 0
CS(=O)(=O)N1CC(C(=O)N2C[C@@H](O)[C@H](N3CCOCC3)C2)C1 | -142 | 0 | 8 | -16 | 0 | 3 | 0 | 0
COc1ccc(C(=O)CSc2nnc(CC(=O)Nc3ccc(C)cc3)n2C)cc1OC | 5 | 9 | 10 | 21 | 1 | 1 | -4 | 6
COc1ccccc1CNC(=O)CCC(=O)Nc1ccc2nc(N3CCN(C)CC3)cc(C)c2c1 | -5 | -22 | -1 | -8 | 2 | 5 | -2 | -1
O=C(c1cccc(Cl)c1)N1CCC2(CC1)NCCc1[nH]cnc12 | 16 | 16 | 10 | 5 | -1 | 6 | 0 | 4
CCOc1ccc(NC(=O)Cn2c(=O)n(Cc3ccncc3)c(=O)c3ncccc32)cc1 | 17 | 12 | 7 | 20 | 0 | -1 | -3 | 22
CCCCS(=O)(=O)N1C[C@H]2C[C@H](C(=O)NCc3cccnc3)[C@@H](C1)O2 | -2 | 17 | 11 | 5 | 0 | 3 | 0 | 16
COc1cc(Cl)c(C)cc1NC(=O)c1cccc2ccccc12 | -189 | -21 | -5 | -48 | -4 | 0 | -1 | -12
CCN1C(=O)[C@H]2CN(S(C)(=O)=O)C[C@H]2C12CCN(C(=O)NCc1ccccc1C)CC2 | -9 | 10 | 8 | -1 | 0 | 1 | 0 | 7
COc1ccc2[nH]c3c(c2c1)CCN1C(=O)N(c2ccc(C(=O)NCc4ccc5c(c4)OCO5)cc2)C(=O)[C@]31C | 24 | 8 | 2 | 16 | 5 | 6 | 3 | 14
Cc1nc(SCC(=O)c2ccc(Cl)cc2)c2oc3ccccc3c2n1 | -2 | -162 | -23 | -39 | -1 | 4 | -3 | -16
COc1ccc(C(=O)N2CCC(c3nc4c(nnn4Cc4cc(C)ccc4C)c(=O)[nH]3)CC2)cc1 | 6 | 30* | 7 | 36* | 8 | -70 | 15 | 26
NS(=O)(=O)c1ccc(CCNC(=O)COC(=O)c2cc(-c3ccc(Cl)cc3)nc3ccccc23)cc1 | 66* | 39* | 9 | 30* | 5 | 6 | -4 | 37*

Record cards (already shown). Values in the order: USP8 block, USP30 inh, OTUD3 block, USP17 inh, UCHL1 inh, USP7 block, USP10 block, USP28 block
Entry for COc1ccccc1NC(=O)CCc1nc(CSc2nc3ccccc3o2)no1 → -119, 21, 15, -8, 3, 3, 0, 33*
Entry for Cc1oc(-c2ccccc2)nc1Cn1c(=O)n(C(C)C)c(=O)c2ccccc21 → 19, 29, 13, 13, 4, 5, 4, 8

Following part.
SMILES | USP8 block | USP30 inh | OTUD3 block | USP17 inh | UCHL1 inh | USP7 block | USP10 block | USP28 block
O=C(Nc1ccc(-c2noc(C3CCC3)n2)cc1)N1CCN(c2ccccc2)CC1 | 11 | 30 | 11 | 18 | -2 | 4 | 2 | 17
CCc1cccc(NC(=O)Cc2c(C)nc(-c3ncccn3)[nH]c2=O)c1 | -227 | -25 | 2 | -65 | -3 | -1 | -5 | -12
Cc1ccccc1S(=O)(=O)NCc1ccc(N2CCN(C)CC2)cc1 | -53 | -17 | -5 | -8 | 0 | 0 | -1 | -13
CC1(C)CS(=O)(=O)N(c2ccc(C(=O)N3CCN(c4ccccc4F)CC3)cc2)C1=O | 5 | 16 | 4 | 6 | 1 | 0 | 2 | 8
COc1cccc(CC(C#N)(Cc2cccc(OC)c2)c2nc3ccccc3n2C)c1 | 5 | 12 | 12 | 0 | 7 | 9 | 4 | 15
COc1ccc(S(=O)(=O)N2CCC3(CC2)CC3c2nnc3n2CCCCC3)cc1C (stereo not drawn) | -41 | -4 | 6 | -10 | 1 | 1 | 1 | 4
Cc1c(CCC(=O)N2CC[C@@]3(O)CCCC[C@H]3C2)c(=O)oc2c(C)c(O)ccc12 | -8 | · | 12 | 10 | -1 | -4 | -2 | ·
Cc1nc(-c2ccc(C)c(S(=O)(=O)Nc3ccc(C#N)cc3)c2)cs1 | 1 | -22 | 1 | -13 | 0 | 4 | 8 | -10
Cc1noc(-c2cccn(Cc3cc(=O)n4ccccc4n3)c2=O)n1 | 10 | -1 | 3 | 0 | -4 | -1 | -4 | 2
O=C(C1CCCCC1)N1CCN(c2ccc(N3CCCC3)nn2)CC1 | -5 | -11 | -2 | -7 | -5 | -16 | -3 | -6
O=S1(=O)c2ccccc2OCC2(CCN(c3ncccn3)CC2)CN1CC1CC1 | 5 | 3 | 4 | -9 | 3 | 1 | 4 | 1
O=C(CC(NCc1ccco1)C(=O)O)Nc1ccccc1Cl (stereo not drawn) | 4 | -12 | -8 | 5 | -5 | 0 | 0 | -10
Cc1cc(-c2noc(COc3ccc(C#N)cc3)n2)c2ccccc2n1 | -18 | -164 | -64 | -5 | -4 | -3 | -11 | -40
COCCC(=O)N1CCC2(CN(Cc3ccc(-c4ccccc4)cc3)C2)C1 | -17 | -9 | -2 | -11 | -1 | -3 | -3 | -10
COc1ccc(C)cc1NC(=O)CCS(=O)(=O)c1cccc2nonc12 | -59 | 3 | 7 | -11 | -1 | 0 | -2 | -2
CC(C)c1nc(CN2CCc3ccccc3C2)cc(=O)[nH]1 | 22 | 8 | 12 | 13 | 3 | 2 | -1 | 11
COc1ccc(CNC(=O)CCC(=O)N2CCOc3ccc(C)cc32)cc1OC | 4 | 20 | 13 | 5 | 0 | 0 | 0 | 7
O=C(CC1Oc2ccccc2NC1=O)Nc1ccccc1Br (stereo not drawn) | 0 | -16 | -19 | 59* | -1 | 3 | 2 | -7
COc1ccc(N2CC(C(=O)N3CC4CC3C(=O)O4)CC2=O)cc1 (stereo not drawn) | -92 | 13 | 13 | -1 | 2 | 6 | 0 | 20

Compounds shown so far with a halogen, in the order listed:
SMILES | USP8 block | USP30 inh | OTUD3 block | USP17 inh | UCHL1 inh | USP7 block | USP10 block | USP28 block
COc1ccccc1NS(=O)(=O)c1cccc(C(=O)OCC(=O)NCc2ccc(Cl)cc2)c1 | -54 | 27 | 24 | 20 | 2 | 7 | 17 | 16
CS(=O)(=O)Nc1cccc(C(=O)OCCSc2cccc(C(F)(F)F)c2)c1 | -5 | -9 | -10 | -6 | 4 | 2 | 12 | 22
O=C(NC1CCc2ncc(C(F)(F)F)n2C1)C1CCCCC1 (stereo not drawn) | 2 | 14 | 12 | 0 | 1 | -7 | 0 | 7
O=[N+]([O-])c1cccc(-c2nc3c4cnn(-c5cccc(Cl)c5)c4ncn3n2)c1 | 7 | 5 | 1 | 22 | -7 | -2 | 2 | -7
CCOC(=O)C1CCCN(C(=O)c2ccc(CNS(=O)(=O)c3ccc(F)cc3)cc2)C1 (stereo not drawn) | 10 | 23 | 9 | 1 | 1 | 2 | -1 | 6
O=C(Nc1ccc(Cl)cn1)c1ccn(COc2ccccc2)n1 | 17 | 16 | 14 | 15 | 1 | 3 | 2 | 12
Cc1nn(C)c(C)c1S(=O)(=O)N1CCN(C(=O)Cc2ccc(F)cc2)CC1 | 8 | 17 | 15 | 6 | 2 | 1 | 3 | 10
O=C(c1cccc(Cl)c1)N1CCC2(CC1)NCCc1[nH]cnc12 | 16 | 16 | 10 | 5 | -1 | 6 | 0 | 4
COc1cc(Cl)c(C)cc1NC(=O)c1cccc2ccccc12 | -189 | -21 | -5 | -48 | -4 | 0 | -1 | -12
Cc1nc(SCC(=O)c2ccc(Cl)cc2)c2oc3ccccc3c2n1 | -2 | -162 | -23 | -39 | -1 | 4 | -3 | -16
NS(=O)(=O)c1ccc(CCNC(=O)COC(=O)c2cc(-c3ccc(Cl)cc3)nc3ccccc23)cc1 | 66* | 39* | 9 | 30* | 5 | 6 | -4 | 37*
CC1(C)CS(=O)(=O)N(c2ccc(C(=O)N3CCN(c4ccccc4F)CC3)cc2)C1=O | 5 | 16 | 4 | 6 | 1 | 0 | 2 | 8
O=C(CC(NCc1ccco1)C(=O)O)Nc1ccccc1Cl (stereo not drawn) | 4 | -12 | -8 | 5 | -5 | 0 | 0 | -10
O=C(CC1Oc2ccccc2NC1=O)Nc1ccccc1Br (stereo not drawn) | 0 | -16 | -19 | 59* | -1 | 3 | 2 | -7

High-throughput results deposited in PubChem BioAssay by Dana-Farber Cancer Institute and Novartis Institutes for BioMedical Research (Cambridge, Mass).
